ROC1-CUL1 inh = inhibitors of human ROC1-CUL1 ubiquitin ligase activity; inhibition, % at 10 µM; AID 1347404; 0.6% of 140,000 active; P62877+Q13616; in vitro K48 di-Ub FRET, acceptor:donor ratio, 45 min; in the data active = inhibition above about 25%
Target sequence (P62877 whole entry, looked up): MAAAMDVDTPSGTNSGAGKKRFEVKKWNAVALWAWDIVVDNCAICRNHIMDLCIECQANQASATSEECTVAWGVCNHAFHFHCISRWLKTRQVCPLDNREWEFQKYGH
Target sequence (Q13616 whole entry, looked up): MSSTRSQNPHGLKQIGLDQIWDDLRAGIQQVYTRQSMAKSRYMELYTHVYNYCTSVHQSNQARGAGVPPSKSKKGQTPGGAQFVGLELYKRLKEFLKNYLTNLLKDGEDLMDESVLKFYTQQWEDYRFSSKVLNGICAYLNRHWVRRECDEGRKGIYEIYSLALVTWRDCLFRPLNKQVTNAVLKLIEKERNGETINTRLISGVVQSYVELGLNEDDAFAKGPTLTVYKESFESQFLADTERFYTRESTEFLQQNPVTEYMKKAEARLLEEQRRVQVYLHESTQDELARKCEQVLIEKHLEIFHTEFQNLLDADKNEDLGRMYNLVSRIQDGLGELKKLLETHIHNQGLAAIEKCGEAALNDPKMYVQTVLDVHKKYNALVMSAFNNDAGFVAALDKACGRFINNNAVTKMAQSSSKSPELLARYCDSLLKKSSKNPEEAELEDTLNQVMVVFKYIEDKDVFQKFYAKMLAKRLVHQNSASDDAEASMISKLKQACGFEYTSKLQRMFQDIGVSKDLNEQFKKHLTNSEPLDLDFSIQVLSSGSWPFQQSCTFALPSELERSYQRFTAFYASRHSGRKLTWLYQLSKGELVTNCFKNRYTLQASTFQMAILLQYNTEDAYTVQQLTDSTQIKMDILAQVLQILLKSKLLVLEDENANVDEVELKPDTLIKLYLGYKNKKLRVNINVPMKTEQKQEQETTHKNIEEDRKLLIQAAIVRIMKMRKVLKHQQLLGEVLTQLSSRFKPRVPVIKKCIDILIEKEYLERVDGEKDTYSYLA
* = called active by the depositor. These rows are one share of the data. The share of hits here may be higher or lower than overall.

Results for COC(=O)c1cc2n3ccccc3c(C)c(-c3ccccc3)c-2c1C(=O)OC ?
ROC1-CUL1 inh: -18.9

How did NC(=O)c1sc2nccc(Nc3ccccc3)c2c1N do in these assays?
ROC1-CUL1 inh: 3.0

Results for COc1ccc(N=C(N)N=C2N=C(CSc3nc4ccccc4s3)CC(=O)N2)cc1 ?
ROC1-CUL1 inh: 0.5

What do the screens show for `COc1ccc(-n2ccnc2CN2CCC(n3nccc3NC(C)=O)CC2)cc1`?
ROC1-CUL1 inh: 1.9

How did O=C(O)CCC1Sc2ccccc2NC1=O (stereo not given) do in these assays?
ROC1-CUL1 inh: -4.1

How did CCOC(=O)c1cc(NC(=O)c2c(-c3ccccc3)noc2C)cn1C do in these assays?
ROC1-CUL1 inh: 1.4

What do the screens show for `O=C(Cn1ncc(N2CCCC2)cc1=O)Nc1cccc(-c2cscn2)c1`?
ROC1-CUL1 inh: 0.4

How did O=C(NCc1ccc(Cl)cc1)c1ccc2oc(=O)n(Cc3ccccc3)c2c1 do in these assays?
ROC1-CUL1 inh: -8.6

How did COc1ccc(-c2cnnc(N3CC[C@@H]4CCCC[C@H]4C3)n2)cc1 do in these assays?
ROC1-CUL1 inh: -12.9

What do the screens show for `Clc1ccc(OCCCc2nnc(-c3cccs3)o2)c(Cl)c1`?
ROC1-CUL1 inh: -1.9

How did Cc1ccccc1NC(=O)Nc1nnc(N(C)Cc2ccccc2)s1 do in these assays?
ROC1-CUL1 inh: -8.0

What do the screens show for `CCOC(=O)n1[nH]c(=O)c2ccccc21`?
ROC1-CUL1 inh: -0.3

Results for CCN1CCN(C2CCN(c3nc4nonc4nc3N3CCCC3)CC2)CC1 ?
ROC1-CUL1 inh: 2.2

What do the screens show for `Cc1cc(C)n(-c2cccc(CN(C)C(=O)c3ccc(-n4cc(NC(=O)c5ccoc5)cn4)cc3)c2)n1`?
ROC1-CUL1 inh: 12.8

Results for CN(C(=O)c1cc2nc(-c3ccc4c(c3)OCO4)cc(C(F)(F)F)n2n1)c1ccc(OC(F)(F)Cl)cc1 ?
ROC1-CUL1 inh: 5.8

How did C=CCC(C=C)S(=O)(=O)c1ccc(C)cc1 (stereo not given) do in these assays?
ROC1-CUL1 inh: 11.6

How did CCc1cccc(NC(=O)CC(c2ccc(OC)cc2)N2Cc3ccccc3C2=O)c1 (stereo not given) do in these assays?
ROC1-CUL1 inh: -12.7

What do the screens show for `Cc1ccc(CNC(=O)C2CCN(C(=O)c3cnn(-c4ccccc4)c3-n3cccc3)CC2)cc1`?
ROC1-CUL1 inh: -1.5

Results for Cc1ccc(-n2ncc(C(=O)NC3CCCCC3)c2C2CCN(C(=O)OC(C)(C)C)CC2)cc1 ?
ROC1-CUL1 inh: -0.7

What do the screens show for `Cc1ccc(S(=O)(=O)Nc2ccc(S(=O)(=O)c3ccc(N)cc3)cc2)cc1`?
ROC1-CUL1 inh: -3.8

How did CCOc1cccc(NC(=O)CCc2ccccc2)c1 do in these assays?
ROC1-CUL1 inh: -0.6

Results for Cc1cccc(N2CCN(C(=O)c3ccoc3C)CC2)c1C ?
ROC1-CUL1 inh: 7.1

What do the screens show for `COc1ccc(Cn2c(CNS(=O)(=O)c3ccc(Cl)s3)nc3cccnc32)cc1`?
ROC1-CUL1 inh: 9.5

What do the screens show for `O=C(CSc1cn(CCNC(=O)c2ccccc2F)c2ccccc12)Nc1ccc2c(c1)OCCO2`?
ROC1-CUL1 inh: -6.3

How did CN1CCN(C(=O)c2ccccc2Sc2ccccc2)CC1 do in these assays?
ROC1-CUL1 inh: -6.0

How did CC1=NC(=O)NC(c2ccc(Cl)c(Cl)c2)C1C(=O)OC1CCC(C)C(C)C1 (stereo not given) do in these assays?
ROC1-CUL1 inh: -2.3

What do the screens show for `COc1cccc(C(=O)Nc2cc3nn(-c4ccccc4)nc3cc2Cl)c1`?
ROC1-CUL1 inh: -3.8

What do the screens show for `COCCc1nc2ccc(C(=O)N(C)Cc3cccc4ccccc34)cc2o1`?
ROC1-CUL1 inh: -3.4

How did COc1ccc(N2C(=O)NC(=O)C3C2=NC(Cc2ccccc2)=NC3(C(F)(F)F)C(F)(F)F)cc1 (stereo not given) do in these assays?
ROC1-CUL1 inh: -9.0

How did CCOC(=O)C1C(=N)Oc2cc(C)oc(=O)c2C1c1cccc(Br)c1 (stereo not given) do in these assays?
ROC1-CUL1 inh: -8.4

How did O=C(O)/C(=C/c1ccsc1)c1ccccc1 do in these assays?
ROC1-CUL1 inh: -10.5

What do the screens show for `CCOC(=O)c1cnc(SCc2ccc(C)cc2)nc1N`?
ROC1-CUL1 inh: -4.9

How did COc1cc(C2c3c(oc4ccccc4c3=O)C(=O)N2c2nnc(C)s2)cc(OC)c1OC (stereo not given) do in these assays?
ROC1-CUL1 inh: 1.1

What do the screens show for `COc1ccc(C(=O)c2cn(Cc3ccccc3F)c3ccc(F)cc3c2=O)cc1`?
ROC1-CUL1 inh: -1.7

How did COc1cc(C2C3=C(CC(C)(C)CC3=O)OC(=N)C2C#N)ccc1OCc1ccccc1 (stereo not given) do in these assays?
ROC1-CUL1 inh: -2.1

Results for COc1ccc(Br)cc1C(=O)N/N=C/c1ccc2c(c1)n(C)c(=O)n2C ?
ROC1-CUL1 inh: -6.9

How did Nc1ccccc1C(=O)N1CCN(c2cccc(Cl)c2)CC1 do in these assays?
ROC1-CUL1 inh: 3.2

How did COc1cccc(CNC(=O)Cn2ccc3cc(S(=O)(=O)N4CCCC4)ccc32)c1OC do in these assays?
ROC1-CUL1 inh: 1.3

Results for Cc1ccc(-n2c(C)cc(/C=N/NC(=O)C(=O)N3CCCCC3)c2C)cc1 ?
ROC1-CUL1 inh: -5.7

How did CC(=O)Nc1ccc(S(=O)(=O)Nc2c(C)nn(Cc3ccc(Cl)c(Cl)c3)c2C)cc1 do in these assays?
ROC1-CUL1 inh: -6.4

Results for CCN(CC)CC(O)COc1cc(CN2CCN(C)CC2)ccc1OC (stereo not given) ?
ROC1-CUL1 inh: 14.8

Results for CC(=NCCO)C1C(=O)N(c2nc3ccccc3s2)N=C1c1ccccc1 (stereo not given) ?
ROC1-CUL1 inh: -1.6

How did O=C(NC1CCCCC1)c1ccc2c(c1)N(Cc1ccccc1Cl)C(=O)c1ccccc1S2 do in these assays?
ROC1-CUL1 inh: -16.4

What do the screens show for `Cc1ccc(S(=O)(=O)Oc2ccc(C)cc2-n2nc3ccccc3n2)cc1`?
ROC1-CUL1 inh: -5.5

How did CCC(CC)C(=O)SCC(=O)Nc1ccc2ccccc2c1 do in these assays?
ROC1-CUL1 inh: 3.1

Results for O=C(Oc1ccc2ccc(OC(=O)c3cccc(F)c3)cc2c1)c1cccc(F)c1 ?
ROC1-CUL1 inh: 0.9

How did C[C@@H](NC(=O)N1CCC(n2cc(CO)nn2)CC1)c1ccc(F)cc1 do in these assays?
ROC1-CUL1 inh: 5.7

What do the screens show for `Cc1ncc2c(c1-c1noc(Cn3c(C)c(C#N)c4ccccc43)n1)CCNC2`?
ROC1-CUL1 inh: -0.8

Results for Cc1ccccc1OC(C)C(=O)Nc1nccs1 (stereo not given) ?
ROC1-CUL1 inh: 0.7

What do the screens show for `CCc1nn(CCCC(=O)NC(C)c2ccccc2)c(=O)c2cc3occc3n12` (stereo not given)?
ROC1-CUL1 inh: 11.9

What do the screens show for `COc1ccc(OC(=O)c2nc(SCc3ccc(F)cc3)ncc2Cl)cc1`?
ROC1-CUL1 inh: -0.6

What do the screens show for `Cc1c(C(=O)O)cccc1-c1ccc(/C=C2\SC(=O)N(CC(=O)Nc3ccc4c(c3)OCO4)C2=O)o1`?
ROC1-CUL1 inh: 25.8*

What do the screens show for `Cc1ccc(OCC(O)CN2CCc3ccccc3C2)cc1` (stereo not given)?
ROC1-CUL1 inh: 8.2

How did Cc1ccc(C(CC(=O)Nc2ccc(C)cc2C)N2Cc3ccccc3C2=O)cc1 (stereo not given) do in these assays?
ROC1-CUL1 inh: -4.3

What do the screens show for `COc1ccc(-c2cn3nc(N4CCCC(C(=O)Nc5cccc(Cl)c5C)C4)sc3n2)cc1` (stereo not given)?
ROC1-CUL1 inh: -1.7

What do the screens show for `O=C(CCN1CCCO1)N1CCCC(CCc2cccc(F)c2)C1` (stereo not given)?
ROC1-CUL1 inh: -4.8

How did O=C(Nc1ccc2c(c1)CCCN2C(=O)c1ccccc1)c1ccc(Br)cc1 do in these assays?
ROC1-CUL1 inh: 10.0

How did CCC(C(=O)NCC(C)C)c1ccccc1 (stereo not given) do in these assays?
ROC1-CUL1 inh: 1.6

How did CN=C1S/C(=C\c2ccc(-c3ccc(Cl)cc3C(=O)O)o2)C(=O)N1C do in these assays?
ROC1-CUL1 inh: 2.6

Results for COc1cccc(CC2=NC(=O)NC2=O)c1OCC(=O)Nc1ccccc1 ?
ROC1-CUL1 inh: -4.7

What do the screens show for `CCCC1CC(C)(c2csc(Nc3ccccc3C)n2)OC1=O` (stereo not given)?
ROC1-CUL1 inh: -6.8

Results for COc1ccc(CCN2C(=O)NC(NC(=O)c3ccccc3OC)(C(F)(F)F)C2=O)cc1OC (stereo not given) ?
ROC1-CUL1 inh: 3.9

Results for C=CCn1c(C(C)NC(=O)c2ccccc2Cl)n[nH]c1=S (stereo not given) ?
ROC1-CUL1 inh: 11.9

What do the screens show for `CCS(=O)(=O)Nc1ccc(C(=O)NCc2ccc(C)cc2)cc1`?
ROC1-CUL1 inh: -3.7

What do the screens show for `CC(=O)Nc1ccc(Oc2ccc(C#N)c(C#N)c2)cc1`?
ROC1-CUL1 inh: 1.1

What do the screens show for `O=C(NN1C(=O)C2C3C=CC(C3)C2C1=O)c1ccco1` (stereo not given)?
ROC1-CUL1 inh: 3.9

What do the screens show for `COC(=O)c1ccccc1SNc1ccccc1`?
ROC1-CUL1 inh: -0.9

What do the screens show for `Cc1nc(Cl)sc1C(=O)NCc1ccccc1`?
ROC1-CUL1 inh: 2.3

Results for COc1ccc(-c2nc(=O)[nH]o2)cc1 ?
ROC1-CUL1 inh: -6.6

Results for CCc1ccc(-n2c(=O)c3c4c(sc3n(CC(=O)c3ccc(Br)cc3)c2=O)CCC4)cc1 ?
ROC1-CUL1 inh: -4.7

How did COc1ccc(/C=N/NC(=O)CSc2nnc(CNc3cccc4ccccc34)n2-c2ccccc2)cc1 do in these assays?
ROC1-CUL1 inh: 10.4

What do the screens show for `CCOc1ccc(CCNC(=O)c2cn(C)c3ccc(S(=O)(=O)N4CCOCC4)cc3c2=O)cc1OCC`?
ROC1-CUL1 inh: 11.6

Results for CCCOc1ccc(C2c3c(-c4ccccc4O)n[nH]c3C(=O)N2CCCOCC)cc1OCC (stereo not given) ?
ROC1-CUL1 inh: 6.1

How did Cc1ccc2c(c1)cc(C(=O)Nc1ccc(F)cc1F)n2C do in these assays?
ROC1-CUL1 inh: -0.7

What do the screens show for `CCOc1ccc(CNC(=O)CSc2cc(=O)n(CC)c3ccccc23)cc1`?
ROC1-CUL1 inh: -4.0

What do the screens show for `Cc1ccc(C)c(NC(=O)Cn2cc(S(=O)(=O)N3CCCC3)c(S(=O)(=O)N3CCCC3)c2)c1`?
ROC1-CUL1 inh: -5.1

Results for Cc1ccc(N=C2NC(=O)CC(C(=O)Nc3ccc(F)c(Cl)c3)S2)cc1 (stereo not given) ?
ROC1-CUL1 inh: -2.9

How did COc1cccc(C(=O)Nc2cc(-c3ccccc3)no2)c1 do in these assays?
ROC1-CUL1 inh: 9.4

Results for O=C(Cn1nnc(-c2ccccc2)n1)NNC(=S)Nc1ccccc1 ?
ROC1-CUL1 inh: -3.0

How did C=CCn1cnc(C#N)c1N do in these assays?
ROC1-CUL1 inh: -1.5

Quoted at random: five entries already listed.
What do the screens show for `O=C(NN1C(=O)C2C3C=CC(C3)C2C1=O)c1ccco1` (stereo not given)?
ROC1-CUL1 inh: 3.9

What do the screens show for `CCS(=O)(=O)Nc1ccc(C(=O)NCc2ccc(C)cc2)cc1`?
ROC1-CUL1 inh: -3.7

What do the screens show for `Cc1ccc(C)c(NC(=O)Cn2cc(S(=O)(=O)N3CCCC3)c(S(=O)(=O)N3CCCC3)c2)c1`?
ROC1-CUL1 inh: -5.1

What do the screens show for `CCOc1ccc(CCNC(=O)c2cn(C)c3ccc(S(=O)(=O)N4CCOCC4)cc3c2=O)cc1OCC`?
ROC1-CUL1 inh: 11.6

What do the screens show for `Cc1nc(Cl)sc1C(=O)NCc1ccccc1`?
ROC1-CUL1 inh: 2.3

Filtered by structure: the compounds so far containing a furan ring, fused or not (6)
What do the screens show for `Cc1cc(C)n(-c2cccc(CN(C)C(=O)c3ccc(-n4cc(NC(=O)c5ccoc5)cn4)cc3)c2)n1`?
ROC1-CUL1 inh: 12.8

Results for Cc1cccc(N2CCN(C(=O)c3ccoc3C)CC2)c1C ?
ROC1-CUL1 inh: 7.1

What do the screens show for `CCc1nn(CCCC(=O)NC(C)c2ccccc2)c(=O)c2cc3occc3n12` (stereo not given)?
ROC1-CUL1 inh: 11.9

What do the screens show for `Cc1c(C(=O)O)cccc1-c1ccc(/C=C2\SC(=O)N(CC(=O)Nc3ccc4c(c3)OCO4)C2=O)o1`?
ROC1-CUL1 inh: 25.8*

How did CN=C1S/C(=C\c2ccc(-c3ccc(Cl)cc3C(=O)O)o2)C(=O)N1C do in these assays?
ROC1-CUL1 inh: 2.6

What do the screens show for `O=C(NN1C(=O)C2C3C=CC(C3)C2C1=O)c1ccco1` (stereo not given)?
ROC1-CUL1 inh: 3.9

Going on with the list.
Results for Cc1cc(C)c2c(c1)c(-c1ccccc1)c(-c1ccccc1)n2CC(O)CNc1ccc(C(C)C)cc1 (stereo not given) ?
ROC1-CUL1 inh: -0.2

How did Cc1nnc2sc(COc3ccc(F)cc3)nn12 do in these assays?
ROC1-CUL1 inh: -10.1

What do the screens show for `O=C(NC1CCCCC1)C1CCN(C(=O)c2ccccc2F)CC1`?
ROC1-CUL1 inh: -7.4

What do the screens show for `Cc1ccc(CNCc2c(C(=O)O)c(C)n(Cc3ccc(C)cc3)c2C)cc1`?
ROC1-CUL1 inh: 4.2

Results for CCC(=O)c1ccc(OCc2nc(-c3c(C)ncc4c3CCNC4)no2)cc1 ?
ROC1-CUL1 inh: 6.8

How did COc1ccc(C(=O)N(CCc2ccccc2)CC2CCCN(C)C2)cc1OC (stereo not given) do in these assays?
ROC1-CUL1 inh: 0.1

Results for COc1ccc(-n2ncc(C(C)NCc3ccc(Cl)c(F)c3)c2C)cc1 (stereo not given) ?
ROC1-CUL1 inh: 1.0

Results for CCOc1c(I)cc(/C=C2\C=C(c3ccc(Cl)cc3)OC2=O)cc1OC ?
ROC1-CUL1 inh: 3.5

What do the screens show for `CC(=O)C1C(C)=NC(SCC(N)=O)=C(C#N)C1c1ccncc1` (stereo not given)?
ROC1-CUL1 inh: -3.8

Screening results (PubChem)
